# Compound activity from PubChem BioAssay.
# FAS-TE inh: FAS thioesterase domain inhibitors, primary screen, biochemical, fluorescence intensity, uHTS | Fatty acid synthase (Homo sapiens), P49327 | recombinant FAS-TE, OMFH fluorogenic substrate, fluorescence endpoint | inhibition, % at 15 µM | 0.67% of 360,000 active | AID 602261, 2012;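 active means compounds whose normalised, plate-corrected inhibition of enzyme fluorescence in the single-dose primary screen is 50% or more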;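 further: 0% = DMSO with enzyme and 100% = substrate without enzyme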
# PABP1 MLLE inh: inhibitors of PABP1 MLLE–PAM2 peptide binding, primary screen, biochemical, fluorescence polarization, FITC-PAM2, GST-MLLE. 0.36% of 360,000 active. AID 588489, 2011. inhibition, % at 20 µM; in the data active means inhibition above about 35%, passing the limit was not always enough;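 further: plate controls were DMSO wells with GST-MLLE for no effect and wells lacking GST-MLLE protein for full effect; some results filed as inactive read as strong as hits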
# MsrA inh: bovine MsrA enzyme inhibitors, primary screen, biochemical, absorbance, HTS. inhibition, % at 15.5 µM. Methionine sulfoxide reductase A (Bos taurus). 0.75% of 360,000 active. purified bovine MsrA, absorbance read-out; in the data active means inhibition above about 4.5%;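 further: 0% = vehicle wells with enzyme and 100% = reference inhibitor wells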
# Rpn11 inh: Rpn11 (PSMD14) deubiquitinase inhibitors, primary screen, biochemical, fluorescence polarization, uHTS; 26S proteasome non-ATPase regulatory subunit 14 (Homo sapiens), O00487; human 26S proteasome, Ub4-pepOG fluorescence polarization; 20S core pre-blocked with epoxomicin; calls only at 20 µM; 0.59% of 360,000 active;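 active means inhibition at 20 µM, scaled to each plate's controls, above about 33%, limit read from the data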
# Target sequence (O00487 whole entry, looked up): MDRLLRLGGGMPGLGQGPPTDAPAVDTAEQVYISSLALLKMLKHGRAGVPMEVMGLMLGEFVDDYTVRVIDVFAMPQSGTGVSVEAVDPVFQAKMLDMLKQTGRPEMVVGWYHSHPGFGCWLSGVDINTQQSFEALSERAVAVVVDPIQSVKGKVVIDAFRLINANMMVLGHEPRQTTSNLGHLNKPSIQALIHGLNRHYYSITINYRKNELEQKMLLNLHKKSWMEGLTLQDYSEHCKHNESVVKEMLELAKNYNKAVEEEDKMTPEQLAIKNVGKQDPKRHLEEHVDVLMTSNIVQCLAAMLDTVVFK
# Rin1-Abl PPI inh: inhibitors of Rin1-Abl protein binding, primary screen, biochemical, TR-FRET; Tyrosine-protein kinase ABL1 (Homo sapiens) + Ras and Rab interactor 1 (Homo sapiens), …; inhibition, % at 7.35 µM; 0.4% of 360,000 active; in the data active means inhibition above about 5%, passing the limit was not always enough
# MT1-MMP act inh: blockers of MT1-MMP proenzyme processing, primary screen, HT1080 RFP-PRO-GFP cells, GFP/RFP fluorescence | GFP/RFP ratio change, % at 20 µM | Matrix metalloproteinase-14 (Homo sapiens), P50281 | AID 651647, 2012 | 0.061% of 360,000 active | GFP/RFP ratio fluorescence, overnight; percent of plate control window, DMSO zero;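 active means GFP/RFP ratio change of at least 30% with cell ATP level not reduced by more than half and red fluorescence within 50% of control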; further: strong numbers were not always called active
#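 Assay system: HT1080 RFP-PRO-GFP cells. Benchmarks: DMSO vehicle wells and RFP-L50D-GFP reporter cell wells. Times: overnight cell settling, then overnight compound exposure, 37 °C, 5% CO2. Compound: 20 µM single dose, 1% DMSO. Read-out basis: GFP/RFP fluorescence ratio.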
# E coli Lon inh: inhibitors of E. coli Lon protease, primary screen, biochemical, fluorescence polarization; 0.42% of 360,000 active; P0A9M0; inhibition, % at 7.94 µM; purified E. coli Lon protease; AID 602123, 2011; in the data active means inhibition above about 13%, passing the limit was not always enough;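 further: 0% = enzyme with probe and DMSO and 100% = no enzyme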
# bovine MsrA act: bovine MsrA enzyme activators, primary screen, biochemical, absorbance, HTS. activation, % at 10.6 µM. 0.3% of 360,000 active. purified bovine MsrA, absorbance read-out. AID 602163, 2012; in the data active means activation above about 7.5%;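 further: 0% = vehicle and 100% = reference activator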
# CSN inh: inhibitors of CSN-mediated cullin deneddylation, primary screen, biochemical, fluorescence polarization, uHTS; 0.38% of 360,000 active; COP9 signalosome complex subunit 5 (Homo sapiens), Q92905; inhibition, % at 12.5 µM; Purified CSN, SCF-Nedd8-OG deneddylation; AID 651999, 2013;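 active means pattern-corrected inhibition above about 35%, with an unprinted fluorescence ratio check between 0.5 and 1.5, limit read from the data, passing the limit was not always enough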;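 further: 0% = enzyme with substrate and 100% = substrate without enzyme; some results filed as inactive read as strong as hits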
# Target sequence (Q92905 whole entry, looked up, one chain of several): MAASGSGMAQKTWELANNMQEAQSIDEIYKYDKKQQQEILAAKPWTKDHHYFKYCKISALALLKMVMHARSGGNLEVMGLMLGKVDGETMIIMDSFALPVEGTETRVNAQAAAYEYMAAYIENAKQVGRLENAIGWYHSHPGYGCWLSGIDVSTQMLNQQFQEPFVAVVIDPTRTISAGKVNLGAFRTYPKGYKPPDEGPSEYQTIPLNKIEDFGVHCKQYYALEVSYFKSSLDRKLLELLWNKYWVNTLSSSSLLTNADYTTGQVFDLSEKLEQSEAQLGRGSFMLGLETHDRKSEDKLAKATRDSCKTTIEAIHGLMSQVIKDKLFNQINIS
#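 Assay system: purified human Csn5 enzyme expressed in HEK293T cells; measure: % inhibition; also added: SCFSkp2-Nedd8OG substrate at 10 nM final; technique: fluorescence polarization; times: reaction 90 min, room temperature; medium: Tris buffer pH 7.5, NaCl, DTT, Tween-20, trehalose, ovalbumin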
# The depositor's hits bear a star; i = inactive; · = no result given.
SMILES	MT1-MMP act inh	PABP1 MLLE inh	CSN inh	MsrA inh	Rin1-Abl PPI inh	Rpn11 inh	FAS-TE inh	E coli Lon inh	bovine MsrA act
Cc1nc(NCCO)c(C#N)c2c1COC(C)(C)C2	3	0	1	0.7	2	i	-1	-6	-6
O=C(CSc1nnnn1C1CCCC1)c1ccc2c(c1)OCCO2	-2	-12	-2	0.0	-1	i	1	2	-2
CC(C)CNc1ncnc2c1ncn2[C@H]1CN(Cc2ccc(F)cc2)C[C@@H](CO)O1	7	5	-2	-1.3	2	i	-2	-8	-1
COCCn1c(-c2ccccc2)nc2oc3cc(OC)ccc3c(=O)c2c1=O	6	-5	-3	1.7	-2	i	-4	1	-5
Cc1ccc(NCCC(=O)c2ccc(Cl)cc2)cc1	-2	5	3	-0.4	-1	i	-6	-3	-1
COc1ccc(NC2=C(C(C)=O)C(c3ccc4c(c3)OCO4)C(C(C)=O)C(C)(O)C2)cc1 (stereo not given)	1	-1	1	1.1	0	i	13	-3	-2
O=c1[nH]c(SCc2ccccc2)nnc1-c1ccccc1	7	7	4	1.2	-2	i	-6	-13	-5
Cc1c(C)c2ccc(OCC(=O)NCCCn3ccnc3)c(C)c2oc1=O	2	5	-1	1.9	-2	i	-2	3	-2
COc1ccc(/C=N\NC(=O)c2ccc(F)cc2)cc1COc1cc(F)ccc1[N+](=O)[O-]	2	2	0	1.6	3	i	13	-4	-6
CCc1ccc(N2CC(C(=O)OCC(=O)Nc3ccccc3C)CC2=O)cc1 (stereo not given)	2	-2	-1	-0.1	1	i	-7	-2	-3
O=C(N1CCN(Cc2ccccc2)CC1)C(Cl)(Cl)Cl	4	4	-6	-1.1	2	i	-6	-5	3
COc1ccc(CNC(=O)c2c[nH]c3c(OC)cc(OC)cc3c2=O)cc1	5	-3	2	0.1	-2	i	4	-5	-3
COc1ccc(Cc2c(O)nc(SCC(=O)c3ccc(OC)cc3)[nH]c2=O)cc1	4	37	-1	1.6	-2	i	-7	-14	-1
Cc1ccc2nc(-c3ccc(NC(=O)COC(=O)c4cncc(Br)c4)cc3)sc2c1	4	-37	5	0.9	-1	i	3	-12	-6
CCCN1C(=O)CC(c2ccco2)Sc2ccccc21 (stereo not given)	-6	-3	3	1.6	-2	i	5	-2	-4
CC(NS(=O)(=O)c1ccc(Cl)cc1)C(=O)NCCC1=CCCCC1 (stereo not given)	1	13	7	-0.5	-2	i	6	2	-2
O=C(Nc1ccccc1N1CCN(C(=O)c2ccccc2)CC1)c1ccccc1Cl	-2	6	-5	-1.4	5	i	10	2	-2
CCOC(=O)[C@]12CCC=C1N(Cc1ccco1)C(=O)[C@H](CC(=O)N1CCN(C(=O)c3ccco3)CC1)C2	-1	·	2	-1.2	·	·	-15	2	-1
O=C(NC(=O)c1ccccc1F)OCc1ccc(Cl)cc1Cl	1	7	1	-1.1	-3	i	11	2	-2
COc1ccc(CCNC(=O)C2CCCN(C(=O)c3ccc(Cl)cc3)C2)cc1 (stereo not given)	-4	16	6	-0.4	-4	i	0	0	0
CCCN1CC(=O)N2C(c3ccccc3)c3[nH]c4ccccc4c3C[C@H]2C1=O (stereo not given in full)	-4	7	1	-0.7	-1	i	-1	0	-9
Cc1occc(=O)c1OCc1c(Cl)cccc1Cl	0	9	2	-0.9	2	i	-3	-7	-10
O=S(=O)(Nc1ccccc1Cl)c1ccc(F)cc1	-3	7	-2	-0.2	-1	i	-3	-8	-2
CN(C)c1nc(Nc2ccccc2)nc(N(C)C)n1	-1	9	1	-0.7	-1	i	-1	-4	-3
COc1cccc(CN2C(=O)CN(C3CCCCC3)C(=O)C2c2ccc(F)cc2)c1 (stereo not given)	-1	-10	2	-0.2	-1	i	8	-1	0
Cc1c(O)c(=O)ccn1C	4	5	-6	·	1	i	-4	-3	-3
CC12CC3CC(C)(C1)CC(C(=O)NNC(=O)c1ccncc1)(C3)C2	-2	3	4	0.4	0	i	-3	-5	-2
O=C(Nc1ccccc1N1CCCCC1)c1cccs1	-2	-3	-9	-0.3	4	i	19	-5	2
CCN(Cc1ccccc1)CC(O)COC(c1ccc(OC)cc1)c1ccc(OC)cc1 (stereo not given)	-1	-4	-2	-0.2	-4	i	7	-4	-2
COc1ccc(/C=N/NC(=O)C(=O)NCc2cccnc2)cc1OC	-2	14	-2	4.1	-6	i	-6	3	-14
CCN1CCN(Cc2nc3cc(NC(=O)COc4ccc([N+](=O)[O-])cc4)ccc3n2C)CC1	-1	3	-1	1.6	-1	i	5	4	-1
C=C[C@@]1(C)CC(=O)[C@]2(O)[C@@]3(C)[C@@H](O)CCC(C)(C)[C@@H]3[C@H](O)[C@H](OC(C)=O)[C@@]2(C)O1	-2	5	-2	-0.9	-1	i	-2	-8	-6
CC(=O)NC(C)C12CC3CC(CC(C(=O)O)(C3)C1)C2 (stereo not given)	0	6	-2	-0.8	2	i	-6	7	0
COc1ccc2c(c1)sc(N)[n+]2Cc1cc(C)cc2cccnc12	-8	16	-3	-1.4	-4	i	-187	-1	-1
O=C(CN1C(=O)NC2(CCCCCC2)C1=O)Nc1ccc(Cl)cc1Cl	1	5	0	1.2	1	i	3	8	-5
CNC(=S)Nn1cnc2ccccc21	-5	14	3	-0.5	1	i	-7	3	-9
O=C(CN1C(=O)NC2(CCCCC2)C1=O)NNC(=O)C1CC1	11	2	-5	0.2	2	i	-6	2	-7
CCc1ccccc1NC(=O)CC1S/C(=N\c2nccs2)N(CC)C1=O (stereo not given)	3	-1	1	1.0	-4	i	2	-5	-12
Cc1ccc(-c2[nH]ncc2/C=C(\C#N)C(=O)NC2CCCCC2)cc1	-10	0	4	1.6	2	i	-34	-4	-3
COc1ccc(-c2csc(/C(C#N)=C/Nc3cc4oc5ccccc5c4cc3OC)n2)cc1	2	-23	0	-0.2	-2	i	13	-19	13*
Cc1cc2cc(CNC(=S)Nc3ccc(OC(F)F)cc3)ccc2n1C	47*	39*	4	1.2	0	i	-9	15*	-11
c1ccc(-c2noc(COc3ccc4c(c3)OCO4)n2)cc1	1	12	0	0.6	2	i	14	-3	1
C=CCn1c(SCC(=O)N(C)CC(=O)Nc2ccc(C)cc2)nnc1-c1ccncc1	-3	-16	1	-1.0	2	i	-2	-12	-1
CCN(CC)S(=O)(=O)c1ccc(C(=O)OCC(=O)NCCN2C(=O)CSC2=O)cc1	4	-7	2	0.7	0	i	-4	4	-2
O=C(CN1C(=O)c2ccccc2S1(=O)=O)NCCSCc1cccc(Cl)c1	2	6	-7	1.8	1	i	2	0	-7
Cc1cc(Nc2cccc(F)c2)n2ncnc2n1	-1	9	-7	-0.1	-3	i	-3	3	-2
CN(C)S(=O)(=O)c1ccc(N=Cc2c(C(F)(F)F)[nH][nH]c2=O)cc1	1	-2	5	2.2	-1	i	-6	0	-5
COc1cccc(/C=N/NC(=O)CN(C2=NS(=O)(=O)c3ccccc32)c2ccccc2)c1	3	5	2	-0.2	1	i	4	-5	-1

# Taken from the listing for reference:
SMILES	MT1-MMP act inh	PABP1 MLLE inh	CSN inh	MsrA inh	Rin1-Abl PPI inh	Rpn11 inh	FAS-TE inh	E coli Lon inh	bovine MsrA act
C=C[C@@]1(C)CC(=O)[C@]2(O)[C@@]3(C)[C@@H](O)CCC(C)(C)[C@@H]3[C@H](O)[C@H](OC(C)=O)[C@@]2(C)O1	-2	5	-2	-0.9	-1	i	-2	-8	-6
CC(=O)NC(C)C12CC3CC(CC(C(=O)O)(C3)C1)C2 (stereo not given)	0	6	-2	-0.8	2	i	-6	7	0

# The listing continues:
SMILES	MT1-MMP act inh	PABP1 MLLE inh	CSN inh	MsrA inh	Rin1-Abl PPI inh	Rpn11 inh	FAS-TE inh	E coli Lon inh	bovine MsrA act
Cc1ncsc1C(=O)N1N=C2/C(=C/c3ccccc3)CCCC2C1c1ccccc1 (stereo not given)	-35	-12	4	0.5	2	i	32	-2	-6
Cc1ccc(SCC(=O)OCC(=O)NCCc2ccccc2)cc1C	3	-6	2	0.1	-1	i	-7	-7	-1
O=C1NC2C(NC(=O)N2C2CCCCC2)N1C1CCCCC1 (stereo not given)	4	3	-3	-1.4	1	i	-5	-10	-1
CCC1(C)NC(=O)N(CC(=O)Nc2sc3c(c2C(N)=O)CCC3)C1=O (stereo not given)	-4	-10	13	0.7	-2	i	-6	-11	-1
COc1cccc(C(c2c(C)[nH]n(-c3ccccc3)c2=O)c2c(C)[nH]n(-c3ccccc3)c2=O)c1O	9	16	4	0.5	6	i	0	12	-6
Cc1ccc(C(=O)OCC(=O)Nc2c(C)nn(-c3ccccc3)c2C)c(O)c1	1	7	-3	1.1	0	i	-2	3	0
CCOC(=O)Oc1ccc(C(=O)OCCCN(C)C)cc1OC	1	17	-1	0.6	2	i	-14	-3	0
COc1ccc(NC(=O)Cn2nc(C(F)(F)F)c3c2CCCC3)cc1OC	-6	-7	4	-0.4	0	i	-2	0	-1
CC(=O)N1CCCN(Cc2cn(-c3ccc(C)cc3)nc2-c2ccc(F)cc2)CC1	-1	-1	2	0.1	2	i	10	-7	-2
CC1CCN(C(c2ccc(N(C)C)cc2)c2nnnn2C(C)(C)C)CC1 (stereo not given)	0	-1	4	0.2	0	i	9	4	-3
CCN(C)Cc1c(C(=O)N2CCc3ccccc3C2)nc2ccc(Cl)cn12	-3	-1	-4	1.0	-2	i	-6	2	-2
CC(C)C(=O)Nc1ccc(C(=O)NC2CCSC2=O)cc1 (stereo not given)	2	15	0	0.5	-3	i	-12	-8	-12
Cc1cc(N2C(=O)C(O)=C(C(=O)c3cc4ccccc4o3)C2c2cccs2)no1 (stereo not given)	-15	-7	10	0.8	-2	i	1	-105	0
O=C([C@@H]1CCCN1C1=NS(=O)(=O)c2ccccc21)N1CCN(c2ccccc2)CC1	3	8	4	0.1	-3	i	-1	3	-2
CC1=C(C#N)C2(O)C(=O)c3ccccc3C2(O)N1 (stereo not given)	3	-11	4	0.5	-2	i	-4	-2	-3
Cc1cccc(-n2c(SCC(=O)NC3CCCC3)nnc2-c2ccoc2C)c1	0	-7	-1	0.3	2	i	-6	-3	-8
COc1ccc(-c2cc(=O)c3ccccc3s2)cc1	-2	5	-4	2.1	0	i	10	-5	-7
COc1ccc(C=O)cc1CSc1ncccc1C(=O)O	2	-6	4	-0.3	4	i	-2	0	-5
CCN(CC(=O)Nc1ccc(NC(C)=O)cc1)C(=O)CCN1C(=O)C2CC=CCC2C1=O (stereo not given)	2	-7	2	-0.5	5	i	-7	-12	-3
Cc1ccccc1N=C1NN=C(c2ccccc2F)CS1	-3	-21	2	0.9	3	i	-8	-8	-9
